Mdm2-MdmX inh: disrupts the human Mdm2-MdmX interaction | inhibition, % at 8 µM | SaOS-2 split-luciferase Mdm2/MdmX complementation, luminescence | O15151+Q00987 | AID 485346 | 330,000 tested, 3% active;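 active means inhibition of at least 50% at 8 µM in the primary screen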
Target sequence (O15151 whole entry, looked up): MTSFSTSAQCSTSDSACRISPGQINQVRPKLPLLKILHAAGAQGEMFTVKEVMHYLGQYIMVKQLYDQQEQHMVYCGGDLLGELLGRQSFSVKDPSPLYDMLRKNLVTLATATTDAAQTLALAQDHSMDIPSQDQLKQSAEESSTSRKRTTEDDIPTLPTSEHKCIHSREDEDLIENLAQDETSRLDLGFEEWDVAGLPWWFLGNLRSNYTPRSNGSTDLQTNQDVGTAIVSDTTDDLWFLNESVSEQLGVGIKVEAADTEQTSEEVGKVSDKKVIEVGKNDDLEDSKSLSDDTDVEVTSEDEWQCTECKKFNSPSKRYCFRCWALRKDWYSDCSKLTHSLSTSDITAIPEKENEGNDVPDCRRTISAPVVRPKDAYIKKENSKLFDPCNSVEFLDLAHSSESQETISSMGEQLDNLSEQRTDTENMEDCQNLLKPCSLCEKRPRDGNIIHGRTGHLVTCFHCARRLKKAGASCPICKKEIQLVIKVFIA
Target sequence (Q00987 whole entry, looked up): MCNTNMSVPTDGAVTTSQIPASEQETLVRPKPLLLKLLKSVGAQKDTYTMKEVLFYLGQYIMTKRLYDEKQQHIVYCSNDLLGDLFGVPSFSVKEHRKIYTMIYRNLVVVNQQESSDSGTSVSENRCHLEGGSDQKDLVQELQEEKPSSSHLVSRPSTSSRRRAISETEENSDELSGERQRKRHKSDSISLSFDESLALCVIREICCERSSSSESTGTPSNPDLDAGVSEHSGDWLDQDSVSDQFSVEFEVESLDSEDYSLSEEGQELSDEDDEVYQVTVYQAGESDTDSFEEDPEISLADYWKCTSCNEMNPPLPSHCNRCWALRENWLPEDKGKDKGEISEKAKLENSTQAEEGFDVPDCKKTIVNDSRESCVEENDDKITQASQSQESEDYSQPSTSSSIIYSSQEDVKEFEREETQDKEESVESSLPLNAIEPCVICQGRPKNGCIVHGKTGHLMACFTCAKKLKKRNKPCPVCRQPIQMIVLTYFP
UPR XBP1 act: adaptive UPR (XBP1) activation; 330,000 tested, 0.33% active; CHO-XBP1 luciferase reporter, IRE1-XBP1 UPR activation, luminescence; percent of tunicamycin response, DMSO as zero; activation, % at 20 µM;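 active means versus positive control, 20 µM dose yields 30% or more activation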;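 further: 100% = tunicamycin at 10 µg/mL and 0% = DMSO only wells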
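incubation = overnight seeding at 37 °C, 6 h compound treatment at 37 °C | assay system = CHO-XBP1 cells stably carrying IRE1-XBP1-driven luciferase reporter | input = 1000 cells per well | detection = luciferase luminescence | dosing = single point, 20 µM final compound, 1% DMSO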
UPR CHOP act: activators of apoptotic arm of unfolded protein response (CHOP). CHO-CHOP luciferase reporter, UPR activation, luminescence; percent of tunicamycin response over DMSO baseline. activation, % at 10 µM. 330,000 tested, 0.34% active. AID 449763;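 active means at 10 µM dose, activation of 40% or more, normalized to positive control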;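 further: 100% = tunicamycin at 10 µg/mL and 0% = DMSO alone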
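System: CHO-CHOP luciferase reporter cell line; amount: 500 cells/well; buffer or medium: F12 medium containing 10% fetal bovine serum; incubation: 6 h compound exposure at 37 °C after overnight seeding; measured by: luciferase luminescence after 10 min with Steady-Glo reagent; evaluation: % reporter activation, DMSO baseline versus tunicamycin full activation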
NALP3 yeast inh: blocks the NALP3 inflammasome reconstituted in yeast; Yeast reconstituted NLRP3/ASC/caspase-1, beta-gal luminescence, 24 h; inhibition, % at 10 µM; 330,000 tested, 0.39% active;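 active means inhibition of 50% or more; inactive means inhibition below 50%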;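 further: plate controls were induced DMSO wells for no effect and uninduced yeast grown without galactose for full effect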
APJ agonist: activates the human apelin receptor APJ | AID 2520 | 330,000 tested, 0.11% active | P35414 | CHO-K1 APJ PathHunter beta-arrestin, luminescence; 0% DMSO wells, 100% apelin | activation, % at 20 µM;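 active means activation more than six SD over the plate average, tested at 20 µM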;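 further: 0% = DMSO alone and 100% = apelin-13 at 10 nM; some results filed as inactive read as strong as hits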
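Assay system: engineered CHO-K1 APJ arrestin reporter cells; Amount: 1000 CHO-K1 reporter cells seeded per well; Dosing: one dose, 20 µM compound, 1% DMSO; Times: compound stimulation 90 min at 25 °C, detection 60 min; Measured by: luminescent beta-gal fragment complementation, chemiluminescent substrate; Read-out: APJ–arrestin association signal; Controls: DMSO vs Apelin-13 10 nM.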
NR3A LBD binder: NR3A (human) ligand-binding domain modulation | Tm shift relative to glycine control, % at 25 µM | AID 1259313 | 340,000 tested, 2.5% active | NR3A LBD differential scanning fluorimetry, Tm shift; 0% = protein alone, 100% = glycine-bound protein;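 active means melting temperature shift of at least 10% of the positive control shift, at one fixed dose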
TIM10 inh: TIM10 yeast growth inhibition | S. cerevisiae TIM10 strain growth, BacTiter-Glo luminescence, 24 h | inhibition, % at 10 µM | 330,000 tested, 1.4% active;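 active means inhibition of 40% or more at the single tested concentration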;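 further: wild-type TIM10 isogenic control strain grown at permissive 25 °C; 0% = DMSO yeast wells and 100% = minimal medium wells without yeast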
tim23-1 inh: growth inhibitors of tim23-1 mutant yeast. inhibition, % at 20 µM. S. cerevisiae tim23-1 growth, BacTiter-Glo luminescence, 24 h. 330,000 tested, 1.3% active;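 active means growth inhibition of the mutant yeast at or above 50%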;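 further: temperature-sensitive mutant grown at 25 °C; plate controls were DMSO-treated mutant yeast for no effect and medium wells lacking yeast for full effect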
tim10-1 inh: growth inhibitors of tim10-1 mutant yeast. S. cerevisiae tim10-1 ts strain growth, BacTiter-Glo, 24 h. inhibition, % at 20 µM. AID 463190. 330,000 tested, 2.2% active;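 active means inhibition of at least 40%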;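 further: mutant grown at 25 °C; 0% = DMSO wells with yeast and 100% = wells holding no yeast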
The depositor's hits bear a star.

SMILES	Mdm2-MdmX inh	UPR XBP1 act	UPR CHOP act	NALP3 yeast inh	APJ agonist	NR3A LBD binder	TIM10 inh	tim23-1 inh	tim10-1 inh
Cc1ccccc1C(=O)Nc1cccc(NC(=O)c2ccccc2[N+](=O)[O-])c1	18	-3	-1.0	1	-1	0	-9	-5	-6
O=C(OC(c1ccccc1)c1nccc2ccccc12)c1cccc([N+](=O)[O-])c1 (stereo unspecified)	3	1	1.8	-10	-3	0	22	17	29
COc1ccc(NC2CCN(C3CC(=O)N(c4ccc(F)c(Cl)c4)C3=O)CC2)cc1 (stereo unspecified)	13	-3	4.1	28	4	1	37	33	54*
Cc1ccc(C)c(S(=O)(=O)N2CCCOC2CNC(=O)C(=O)NCc2cccnc2)c1 (stereo unspecified)	-9	0	-0.8	10	-2	-1	-1	-2	12
CC(C)COP(=O)(c1ccc(N(C)C)cc1)C(O)c1ccccc1F (stereo unspecified)	-1	-2	1.4	8	1	2	26	18	24
COc1ccc(C(=O)NC(C)c2cccnc2)cc1S(=O)(=O)N(C)Cc1ccccc1 (stereo unspecified)	11	1	0.4	6	-3	-2	2	1	-7
COc1cc(NC(=O)Cc2nn(C)c(=O)c3ccccc23)cc(OC)c1	18	-4	0.0	-4	-3	-3	-5	-1	4
Cc1c(OCC(=O)OC(C)(C)C)ccc2c3c(c(=O)oc12)CCC3	15	-2	1.4	19	-6	1	20	20	13
COc1cccc(OCc2cc(C(=O)N3CCC(c4ccncc4)CC3)no2)c1	24	-4	-1.0	16	-1	-1	13	32	34
COc1ccc(NC(C)=O)cc1S(=O)(=O)N1CCN(Cc2cccs2)CC1	22	3	0.3	22	-5	1	2	-6	1
Oc1c(Br)cc(Br)cc1C=Nc1ccc2c(c1)OCO2	9	-2	-0.3	42	2	-8	66*	82*	36
CCCCCC(=O)Nc1ccc(C(=O)COC(=O)c2ccccn2)cc1	14	0	3.9	5	-6	1	-14	4	-11
O=C(NCc1ccco1)C(=S)N1CCCCC1	9	-2	-0.2	1	-2	0	-12	-1	11
O=C(CSCc1ccc(F)cc1)NCc1ccc(F)cc1	17	0	-0.1	6	-3	1	5	4	9
COc1ccc(NC(=S)Nc2cc(C(F)(F)F)ccc2F)cc1	0	-1	1.2	21	-2	-7	11	17	-14
CCCOc1ccc(C(=O)CCC(=O)OCC(=O)Nc2cccc(S(N)(=O)=O)c2)cc1	-11	1	0.0	9	-1	-10	3	-2	-2
O=S1(=O)NC(CC2=CCCCC2)C2CCCCC2O1 (stereo unspecified)	-4	-1	1.9	34	-1	-1	2	13	6
CC1C=CCC2C(=O)N(c3ccc(OC(=O)c4cccs4)cc3)C(=O)C12 (stereo unspecified)	7	5	12	-7	-2	5	10	-5	15
COc1ccc(CN2CC(C(N)=O)Oc3ccccc32)cc1F (stereo unspecified)	10	-2	0.1	12	-2	2	8	-1	-15
CC(=O)c1cccc(NC(=O)N2CCCC2C(=O)NCCc2ccccc2)c1 (stereo unspecified)	-29	-4	-1.2	16	-7	0	0	3	2
CCCCCn1c(SCC2CCCO2)nc2cc(C(=O)N3CCC(C(N)=O)CC3)ccc2c1=O (stereo unspecified)	-10	-2	2.7	5	1	0	5	15	18
COc1ccc2c(c1)OC[C@H]1[C@H]2N2C(=O)c3cc(OC)ccc3NC(=O)[C@@]2(C)[C@H]1c1ccccc1	25	-6	0.0	-10	-5	-1	15	18	44*
Cc1cccn2cc(-c3cccc(S(=O)(=O)N4CC(C)OC(C)C4)c3)nc12 (stereo unspecified)	6	2	-1.3	-10	1	0	14	24	18
COc1ccc(S(=O)(=O)N2CCC(c3nc4ccccc4[nH]3)CC2)cc1	-5	2	-0.1	2	1	-1	-3	3	0
COc1cc2c(cc1NC(=O)c1ccc(C(C)(C)C)cc1)CCCC2	69*	-2	-1.3	44	-5	1	-3	9	19
Cc1cc(OCCCC(=O)Nc2cccc(-n3cnnn3)c2)ccc1Cl	17	-2	-1.0	8	-5	5	12	-1	13
O=C(O)c1ccc(OCc2ccc(C(=O)O)o2)cc1	-7	1	0.3	1	-1	5	5	-6	-4
N#Cc1ccc(-c2ccc(OCC(O)Cn3nnc4ccccc43)cc2)cc1 (stereo unspecified)	1	1	2.2	13	4	-7	25	7	30
CCCCn1c(N)c(N(CC(C)C)C(=O)c2ccc(COc3ccccc3)o2)c(=O)[nH]c1=O	26	-2	-2.3	12	-4	-2	1	0	9
Cc1cccc(-n2ncc3c(N(C)Cc4ccccc4)ncnc32)c1	-139	-2	1.7	18	-1	3	-4	7	2
Cc1cc(C)c2[nH]c(=O)c(CN(Cc3ccccc3)C(=S)NCCCN(C)C)cc2c1	91*	8	2.6	12	20*	-1	2	8	-18
COc1ccc2[nH]c(=O)c(-c3nnn(-c4ccc(F)cc4)n3)cc2c1	2	1	0.7	13	-3	-2	7	1	-6
COc1cccc2cc(C(=O)N3CCc4ccccc43)c(=O)oc12	9	0	1.4	-2	-2	-3	10	2	16
CN(CC(=O)Nc1ccc([N+](=O)[O-])cc1Br)Cc1c(F)cccc1Cl	-5	1	-0.3	-2	-2	-4	-35	14	9
Cc1ccc(S(=O)(=O)C2(C(=O)NCc3ccc4c(c3)OCO4)CC2)cc1	31	1	0.4	16	-2	2	-1	1	12
CCOC(=O)c1c(C)[nH]c(C(=O)COC(=O)c2oc3ccccc3c2C)c1C	5	-3	0.9	2	-1	-2	5	8	8
Cc1cc(C(=O)NCC(c2ccco2)N2CCCC2)c2ccccc2n1 (stereo unspecified)	6	2	0.8	18	-1	1	9	16	14
O=C(CN1C(=O)c2ccc([N+](=O)[O-])cc2C1=O)Nc1cc(S(=O)(=O)N2CCOCC2)ccc1Cl	12	1	1.4	0	2	2	2	14	1
Cc1cccc(NC(=S)NC2CCCCC2)n1	4	-1	-0.6	18	-1	-1	50*	52*	41*
S=C(NCCCn1ccnc1)NC1CCCCC1	11	0	-1.8	16	-4	-5	4	-4	-5
O=C(Nc1cccc([N+](=O)[O-])c1)c1ccc(-c2ccccc2)cc1	-5	7	8.2	-18	2	25*	5	-9	1
Cc1cc2nc(C3CCN(CC4COc5ccccc5O4)CC3)[nH]c2cc1C (stereo unspecified)	50	2	1.4	36	0	-1	-37	-101	-46
Cc1ccccc1-c1noc(-c2ccc(Cl)cc2)n1	-133	5	4.2	3	-5	-1	16	4	20
CCOc1ccc(-n2cc(C(=O)N3CCN(C)CC3)c3cc(OC)c(OC)cc3c2=O)cc1	-29	2	1.3	2	5	2	9	2	8
Cc1c(CCC(=O)O)c(=O)oc2cc3oc4c(c3cc12)CCCC4	-29	-3	-5.7	14	-7	-2	-8	7	-18
Cc1occc1C(=O)N1CCCC(Nc2ccc(F)cc2)C1 (stereo unspecified)	17	-4	1.6	-2	0	0	-1	-3	-17
OC1CCCCC1	27	-1	1.6	17	-3	0	1	3	9
CCc1cccc2c(C(=O)COC(=O)c3ccc(O)cc3)c[nH]c12	10	0	4.7	8	2	15*	8	-4	-6
COc1ccc(Nc2nc(N)c(C(=O)c3ccc(F)cc3)s2)cc1	51*	11	1.4	18	-3	-19	12	36	32
O=C(Cc1ccccc1[N+](=O)[O-])Nc1ccc2c(c1)OCO2	13	1	1.0	8	-2	0	1	6	-6

Record cards, from the list above. Screens in order: Mdm2-MdmX inh	UPR XBP1 act	UPR CHOP act	NALP3 yeast inh	APJ agonist	NR3A LBD binder	TIM10 inh	tim23-1 inh	tim10-1 inh
Listed for Cc1ccccc1-c1noc(-c2ccc(Cl)cc2)n1 = -133	5	4.2	3	-5	-1	16	4	20
Listed for Cc1cc2nc(C3CCN(CC4COc5ccccc5O4)CC3)[nH]c2cc1C (stereo unspecified) = 50	2	1.4	36	0	-1	-37	-101	-46

New compounds follow
SMILES	Mdm2-MdmX inh	UPR XBP1 act	UPR CHOP act	NALP3 yeast inh	APJ agonist	NR3A LBD binder	TIM10 inh	tim23-1 inh	tim10-1 inh
CCN(C(=O)Cn1cc(C(F)(F)F)ccc1=O)c1c(N)n(Cc2ccccc2)c(=O)[nH]c1=O	-9	-2	-0.8	-7	-2	-3	-14	7	13
COC(=O)CCC(=O)OC1(C)C(=O)C2=COC(c3ccc(OC)cc3)=CC2=C(Br)C1=O (stereo unspecified)	28	2	0.9	21	12	-10	-2	26	9
CCOc1ccc(S(=O)(=O)NCCC(=O)NCC(c2ccco2)N2CCCCC2)cc1 (stereo unspecified)	-11	-1	0.1	5	-5	0	-4	-4	-13
Cc1ccc(C)c(Cn2cnc3c(nnn3-c3ccc(F)cc3)c2=O)c1	-20	-1	-0.9	-8	-5	2	-10	-5	20
Cc1coc2cc3oc(=O)c(CC(=O)N4C[C@H]5C[C@@H](C4)c4cccc(=O)n4C5)c(C)c3cc12	11	0	1.6	7	-1	0	8	18	1
CC(=O)Oc1ccc2c(c1)OC(c1ccccc1)CC21CC(C)(C)NC(=O)N1 (stereo unspecified)	-14	-1	-0.5	-8	1	-1	-10	11	24
CC1CCN(C(=O)CNS(=O)(=O)c2ccc(Br)s2)CC1	0	0	-0.2	24	-4	5	20	30	8
CCc1nnc(NC(=O)/C=C/c2ccc(C)o2)s1	-6	4	7.8	-2	-3	-2	13	3	11
CCOC(=O)C1CCCN(S(=O)(=O)Cc2ccccc2)C1 (stereo unspecified)	14	0	-1.3	5	3	1	7	11	2
COc1ccc(S(=O)(=O)N(CC(=O)NCC2CCCO2)Cc2ccccc2)cc1C (stereo unspecified)	20	-4	2.5	2	-7	0	9	13	19
CCn1c(SCC(=O)N/N=C/c2ccccc2OCC(=O)O)nnc1-c1ccc(OC)cc1	-2	-3	0.0	10	-1	-2	-6	16	-3
CCOc1ccc(-c2c[n+]3c(n2-c2ccccc2)CCCCC3)cc1	30	0	2.1	-4	-5	1	20	-2	23
CC1(c2ccc(Cl)cc2)NC(=O)N(CC(=O)N2CCCC2)C1=O (stereo unspecified)	11	-2	-0.7	-15	-3	11*	6	15	17
O=C(NCc1ccc(F)cc1)c1cccc2c1C(=O)c1ccc(N3CCOCC3)cc1S2(=O)=O	12	-1	2.6	8	5	1	-2	-1	-3
CCCC(=O)OC/C(O)=C(\C#N)c1nc2ccccc2[nH]1	35	-2	-2.1	8	-2	-3	7	12	-5
CN(CC(=O)NC(=O)NCc1ccccc1)CC(=O)Nc1ccc(Cl)c(C(F)(F)F)c1	14	-3	-1.2	4	-2	1	1	6	4
COc1ccc(N2CCN(S(=O)(=O)CCNC(=O)COc3ccccc3)CC2)cc1	3	-3	-0.7	19	-6	0	0	2	-2

Four consecutive entries already listed:
SMILES	Mdm2-MdmX inh	UPR XBP1 act	UPR CHOP act	NALP3 yeast inh	APJ agonist	NR3A LBD binder	TIM10 inh	tim23-1 inh	tim10-1 inh
O=C(NCc1ccc(F)cc1)c1cccc2c1C(=O)c1ccc(N3CCOCC3)cc1S2(=O)=O	12	-1	2.6	8	5	1	-2	-1	-3
CCCC(=O)OC/C(O)=C(\C#N)c1nc2ccccc2[nH]1	35	-2	-2.1	8	-2	-3	7	12	-5
CN(CC(=O)NC(=O)NCc1ccccc1)CC(=O)Nc1ccc(Cl)c(C(F)(F)F)c1	14	-3	-1.2	4	-2	1	1	6	4
COc1ccc(N2CCN(S(=O)(=O)CCNC(=O)COc3ccccc3)CC2)cc1	3	-3	-0.7	19	-6	0	0	2	-2
